High-throughput results as filed in PubChem.
DAGLB inh: blocks human DAGLB lipase activity. inhibition, % at 5.17 µM. HEK293T DAGLB membrane lysate, EnzChek fluorogenic substrate. Q8NCG7. hit rate 0.059% among 340,000; in the data active = inhibition above about 34%;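 also: 0% = enzyme with vehicle and 100% = wells lacking enzyme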
Target sequence (Q8NCG7 whole entry, looked up): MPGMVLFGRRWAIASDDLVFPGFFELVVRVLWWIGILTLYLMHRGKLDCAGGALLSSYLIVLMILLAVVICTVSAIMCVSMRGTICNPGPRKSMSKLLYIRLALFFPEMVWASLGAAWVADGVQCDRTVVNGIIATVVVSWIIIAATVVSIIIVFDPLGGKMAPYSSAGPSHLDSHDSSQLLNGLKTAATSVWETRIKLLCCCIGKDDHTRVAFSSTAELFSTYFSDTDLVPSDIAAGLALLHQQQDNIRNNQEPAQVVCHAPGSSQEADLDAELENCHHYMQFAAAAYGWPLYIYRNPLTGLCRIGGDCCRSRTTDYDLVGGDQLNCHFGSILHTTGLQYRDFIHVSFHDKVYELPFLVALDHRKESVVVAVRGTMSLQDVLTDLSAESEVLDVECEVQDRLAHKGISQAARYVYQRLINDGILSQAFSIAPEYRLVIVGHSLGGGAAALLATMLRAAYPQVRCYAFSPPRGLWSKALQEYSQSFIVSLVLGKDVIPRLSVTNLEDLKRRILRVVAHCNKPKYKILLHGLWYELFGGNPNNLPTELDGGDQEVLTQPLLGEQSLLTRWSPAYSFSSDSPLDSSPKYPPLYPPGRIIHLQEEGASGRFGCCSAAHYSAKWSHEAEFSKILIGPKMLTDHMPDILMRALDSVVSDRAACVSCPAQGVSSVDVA
phage Ecoli inh: E. coli growth loss with phage present. hit rate 0.26% among 360,000. AID 651602. growth absorbance. inhibition, % at 11.9 µM; in the data active = inhibition above about 11%
PKA-R2B act: activates the human PKA-R2B holoenzyme complex | P22694+P31323 | PKA-R2B holoenzyme dissociation, Cy5-IP20 fluorescence polarization; R2B truncated from residue 108, S112A mutant; 0% DMSO only, 100% 113 µM cGMP | activation, % at 11.4 µM | hit rate 0.079% among 340,000;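 active = activation above a cutoff set at the mean over all compounds plus 3 SD, cut at about 18% in these data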;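 also: higher means more holoenzyme dissociation and a rise in polarization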
Target sequence (P31323 whole entry, looked up, other chains not shown, the tested form may be a part): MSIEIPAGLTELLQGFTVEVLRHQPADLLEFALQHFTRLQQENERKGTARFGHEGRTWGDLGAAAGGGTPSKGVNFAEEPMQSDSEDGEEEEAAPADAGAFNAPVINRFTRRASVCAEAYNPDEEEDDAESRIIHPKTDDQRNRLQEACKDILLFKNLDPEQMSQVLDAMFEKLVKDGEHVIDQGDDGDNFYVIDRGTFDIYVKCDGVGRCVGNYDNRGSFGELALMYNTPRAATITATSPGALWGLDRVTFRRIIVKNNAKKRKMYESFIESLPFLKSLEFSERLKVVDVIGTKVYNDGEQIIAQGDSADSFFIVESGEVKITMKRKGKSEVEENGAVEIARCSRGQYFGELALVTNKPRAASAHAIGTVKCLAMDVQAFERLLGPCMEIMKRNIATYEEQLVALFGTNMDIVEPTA
PKA-R1A activ: PKA-R1A complex activation; P00514+P68181; hit rate 0.083% among 340,000; PKA-R1A dissociation, Cy5-IP20 fluorescence polarization; scaled: DMSO 0%, 113 µM cGMP 100%; activation, % at 11.4 µM;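 active = percent activation above the mean of all tested compounds plus 3 SD, cut at about 19% in these data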;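 also: higher means more PKAc released from R1A so a rise in polarization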
* hit, by the source's call. Not all compounds are listed (hit frequency here may not be typical).

How did COc1ccc(-c2ccc(CN3C(C(C)C)C(=O)N(Cc4cn(CCC5OCCCO5)nn4)CCS3(=O)=O)cc2)cn1 (centres undefined) do in these assays?
DAGLB inh: -3.4; phage Ecoli inh: -0.4; PKA-R2B act: -3.8; PKA-R1A activ: -9.0

Results for O=C(Nc1ccn(CCCNCC2CCCCC2)c(=O)n1)OCc1ccccc1 ?
DAGLB inh: -3.3; phage Ecoli inh: 3.0; PKA-R2B act: -7.7; PKA-R1A activ: -0.1

How did OCCCN1CNC(=S)NC1 do in these assays?
DAGLB inh: -0.6; phage Ecoli inh: 0.1; PKA-R2B act: 12.6; PKA-R1A activ: 0.3

How did COc1ccc(NC(=O)C[C@H]2C(=O)N(c3ccccc3)C[C@@H]2Cc2ccccc2)cc1 do in these assays?
DAGLB inh: -2.6; phage Ecoli inh: 1.3; PKA-R2B act: -10.0; PKA-R1A activ: 2.9

What do the screens show for `C[C@@H]1CN([C@@H](C)CO)C(=O)c2cc(Br)cnc2O[C@H]1CN(C)C(=O)C1CCCCC1`?
DAGLB inh: -4.3; phage Ecoli inh: 4.9; PKA-R2B act: 4.7; PKA-R1A activ: -7.8

Results for CCCCCCNC(=O)O[C@H]1CN(C(=O)OC(C)C)N(C(=O)OC(C)C)[C@@H]2CN(S(=O)(=O)c3ccc(C)cc3)C[C@]12O ?
DAGLB inh: -2.2; phage Ecoli inh: -0.6; PKA-R2B act: -13.6; PKA-R1A activ: -12.7

How did O=C(NCCN1CCN(Cc2ccccc2)CC1)c1ccc(CS(=O)(=O)c2c(Cl)cccc2Cl)o1 do in these assays?
DAGLB inh: -1.9; phage Ecoli inh: 3.3; PKA-R2B act: -10.7; PKA-R1A activ: 4.2

Results for CCc1noc(C)c1C(=O)N1CCN(c2cccc(Cl)c2)CC1 ?
DAGLB inh: 0.6; phage Ecoli inh: 0.1; PKA-R2B act: -4.6; PKA-R1A activ: 1.3

Results for O=C(OCc1cn([C@H]2C[C@H](c3ccc(Cl)cc3)N(C(=O)c3cccs3)C[C@@H]2O)nn1)c1ccccc1 ?
DAGLB inh: -3.8; phage Ecoli inh: 0.6; PKA-R2B act: -4.8; PKA-R1A activ: -16.8

Results for N#CN=CN1CC=C(c2ccc(Cl)cc2)CC1 ?
DAGLB inh: -0.8; phage Ecoli inh: 2.3; PKA-R2B act: 0.0; PKA-R1A activ: -3.6

How did Cc1ccc(-c2nc3c4ccccc4ccn3c2Cc2ccccc2)cc1 do in these assays?
DAGLB inh: -7.0; phage Ecoli inh: 0.2; PKA-R2B act: -5.0; PKA-R1A activ: -11.6

What do the screens show for `CCOC(=O)CCCCCC(=O)Nc1ccc2c(c1)C(=O)N([C@@H](C)CO)C[C@@H](C)[C@H](CN(C)C(=O)Nc1ccccc1)OCCCC[C@H](C)O2`?
DAGLB inh: -0.8; phage Ecoli inh: 1.0; PKA-R2B act: 9.6; PKA-R1A activ: 12.3

What do the screens show for `CN(C)S(=O)(=O)c1cccc(NC(=O)c2ccccc2SCC(=O)N2CCCC2)c1`?
DAGLB inh: -2.8; phage Ecoli inh: -1.2; PKA-R2B act: 0.2; PKA-R1A activ: 3.9

Results for CN[C@H]1C[C@H]2c3[nH]c4ccccc4c3CCN2C(=O)[C@H]1[C@H](C)O ?
DAGLB inh: 2.5; phage Ecoli inh: 2.9; PKA-R2B act: 6.4; PKA-R1A activ: 2.9

Results for CCN1C(=O)[C@H]2[C@@H](c3ccc(C(F)(F)F)cc3)N[C@]3(CCCN(Cc4ccccc4)C3=O)[C@H]2C1=O ?
DAGLB inh: -1.9; phage Ecoli inh: 0.2; PKA-R2B act: -5.0; PKA-R1A activ: -0.8

What do the screens show for `COc1ccccc1N1CCN(S(=O)(=O)CCNC(=O)CCc2ccccc2)CC1`?
DAGLB inh: -5.9; phage Ecoli inh: -1.6; PKA-R2B act: -4.4; PKA-R1A activ: 9.6

How did CN(C)C(=O)c1cccc(COc2ccc(N3C(N)=NC(N)=NC3(C)C)cc2Cl)c1 do in these assays?
DAGLB inh: -5.1; phage Ecoli inh: 1.3; PKA-R2B act: 3.8; PKA-R1A activ: 10.0

How did CCN1C(=O)[C@H]2[C@@H](c3ccc(C)cc3)N[C@]3(CCCN(Cc4ccccc4)C3=O)[C@H]2C1=O do in these assays?
DAGLB inh: 3.3; phage Ecoli inh: 0.4; PKA-R2B act: -3.1; PKA-R1A activ: -9.8

How did CC1CCCN(C(=O)c2cccc(S(=O)(=O)NCc3ccccc3)c2)C1 (centres undefined) do in these assays?
DAGLB inh: -2.9; phage Ecoli inh: 4.8; PKA-R2B act: 6.4; PKA-R1A activ: -5.1

What do the screens show for `C[C@@H]1CN([C@H](C)CO)C(=O)CCCn2nncc2CO[C@H]1CN(C)Cc1ccc2c(c1)OCCO2`?
DAGLB inh: 0.8; phage Ecoli inh: -0.1; PKA-R2B act: -4.8; PKA-R1A activ: 4.3

What do the screens show for `O=[N+]([O-])c1ccc(CN2CC(N3CCC(Cc4ccccc4)CC3)CS2(=O)=O)cc1` (centres undefined)?
DAGLB inh: -2.1; phage Ecoli inh: 1.9; PKA-R2B act: -0.8; PKA-R1A activ: -13.5

Results for C[C@H](CO)N1C[C@H](C)[C@@H](CN(C)C(=O)C2CC2)OCc2cnnn2CCCC1=O ?
DAGLB inh: 2.4; phage Ecoli inh: 1.2; PKA-R2B act: 7.2; PKA-R1A activ: 0.4

Results for CCOC(=O)CCCCCC(=O)Nc1ccc2c(c1)C(=O)N([C@H](C)CO)C[C@H](C)[C@@H](CN(C)S(C)(=O)=O)OCCCC[C@@H](C)O2 ?
DAGLB inh: -1.7; phage Ecoli inh: 2.6; PKA-R2B act: 2.3; PKA-R1A activ: 4.1

How did CC(C)C1C(=O)N(Cc2cn(Cc3ccco3)nn2)CCS(=O)(=O)N1Cc1ccc(-c2ccncc2)cc1 (centres undefined) do in these assays?
DAGLB inh: 0.9; phage Ecoli inh: 1.4; PKA-R2B act: 3.9; PKA-R1A activ: 0.6

How did O=C(O)c1ccc(CNC(=O)C2CCN(S(=O)(=O)c3ccc4c(c3)OCCO4)CC2)cc1 do in these assays?
DAGLB inh: 0.8; phage Ecoli inh: 5.1; PKA-R2B act: -0.6; PKA-R1A activ: 4.5

How did COc1ccc(C)cc1-n1cnc2sc(C)c(C)c2c1=O do in these assays?
DAGLB inh: -0.9; phage Ecoli inh: 1.9; PKA-R2B act: 7.7; PKA-R1A activ: -0.1

Results for CCN(C(=O)c1ccc(NC(=O)C2CCCCC2C(=O)O)cc1)c1ccccc1 (centres undefined) ?
DAGLB inh: 0.6; phage Ecoli inh: 1.2; PKA-R2B act: -5.2; PKA-R1A activ: 0.7

Results for COc1ccc(Nc2cc(C)nc3ccc(C)cc23)cc1 ?
DAGLB inh: -1.5; phage Ecoli inh: 4.2; PKA-R2B act: -1.8; PKA-R1A activ: -2.8

How did O=C(COC(=O)c1ccc(Cl)c(S(=O)(=O)N2CCCCC2)c1)NC1CCCCC1 do in these assays?
DAGLB inh: -6.7; phage Ecoli inh: 1.4; PKA-R2B act: 2.4; PKA-R1A activ: 13.0

What do the screens show for `CC(C)NC(=O)Nc1ccc2c(c1)C(=O)N([C@@H](C)CO)C[C@H](C)[C@H](CN(C)S(=O)(=O)c1ccccc1)OCCCC[C@H](C)O2`?
DAGLB inh: 1.6; phage Ecoli inh: 2.3; PKA-R2B act: 9.4; PKA-R1A activ: -17.0

What do the screens show for `Nc1cc(=O)c2[nH]cnc2[nH]1`?
DAGLB inh: -2.1; phage Ecoli inh: 1.5; PKA-R2B act: -4.1; PKA-R1A activ: -3.6

Results for C[C@H](O)[C@@H]1CN2CCc3c([nH]c4ccc(-c5ccc6c(c5)OCO6)cc34)[C@@H]2C[C@@H]1N(C)C(=O)Nc1cc(Cl)cc(Cl)c1 ?
DAGLB inh: -4.8; phage Ecoli inh: 2.5; PKA-R2B act: 0.0; PKA-R1A activ: -9.0

What do the screens show for `N#Cc1ccc(CN2CCN(C(=O)C3CC(=O)N(c4ccc5c(c4)OCCO5)C3)CC2)cc1` (centres undefined)?
DAGLB inh: 1.7; phage Ecoli inh: 0.8; PKA-R2B act: -0.5; PKA-R1A activ: 14.9

How did CCCCN(C(=O)c1cc(Cl)nc2ccccc12)c1c(N)n(CCC)c(=O)[nH]c1=O do in these assays?
DAGLB inh: -1.1; phage Ecoli inh: 2.7; PKA-R2B act: -6.2; PKA-R1A activ: -3.2

What do the screens show for `O=C(CC(=O)c1ccccc1)Nc1cccc([N+](=O)[O-])c1`?
DAGLB inh: -0.5; phage Ecoli inh: 0.5; PKA-R2B act: -3.2; PKA-R1A activ: 6.6

Results for O=C1/C(=C/c2ccc3c(c2)OCO3)SC(=S)N1CCC(=O)N(CCO)c1ccccc1 ?
DAGLB inh: 3.8; phage Ecoli inh: 1.1; PKA-R2B act: -6.2; PKA-R1A activ: 0.1

What do the screens show for `CCc1cc(C(=O)N(CC)CC(=O)Nc2c(F)cccc2F)sc1C`?
DAGLB inh: -0.4; phage Ecoli inh: 3.6; PKA-R2B act: 1.9; PKA-R1A activ: 2.4

What do the screens show for `CC1C(=O)N(Cc2cn(CCC3OCCCO3)nn2)CCS(=O)(=O)N1Cc1ccc(-c2ccccc2)cc1` (centres undefined)?
DAGLB inh: -0.9; phage Ecoli inh: 2.6; PKA-R2B act: 12.1; PKA-R1A activ: -9.8

What do the screens show for `Cc1ccc(F)cc1NC(=O)C1CC(=O)N(Cc2ccccc2)C1` (centres undefined)?
DAGLB inh: -1.0; phage Ecoli inh: -1.5; PKA-R2B act: -10.3; PKA-R1A activ: 5.1

Results for COc1cccc(NC(=O)CN2CCC(NC(=O)c3ccccc3C)CC2)c1 ?
DAGLB inh: 2.2; phage Ecoli inh: 5.1; PKA-R2B act: -1.2; PKA-R1A activ: -2.7

Quoted at random: four entries already listed, in no set order.
What do the screens show for `N#Cc1ccc(CN2CCN(C(=O)C3CC(=O)N(c4ccc5c(c4)OCCO5)C3)CC2)cc1` (centres undefined)?
DAGLB inh: 1.7; phage Ecoli inh: 0.8; PKA-R2B act: -0.5; PKA-R1A activ: 14.9

Results for O=C1/C(=C/c2ccc3c(c2)OCO3)SC(=S)N1CCC(=O)N(CCO)c1ccccc1 ?
DAGLB inh: 3.8; phage Ecoli inh: 1.1; PKA-R2B act: -6.2; PKA-R1A activ: 0.1

What do the screens show for `CCc1cc(C(=O)N(CC)CC(=O)Nc2c(F)cccc2F)sc1C`?
DAGLB inh: -0.4; phage Ecoli inh: 3.6; PKA-R2B act: 1.9; PKA-R1A activ: 2.4

What do the screens show for `O=C(CC(=O)c1ccccc1)Nc1cccc([N+](=O)[O-])c1`?
DAGLB inh: -0.5; phage Ecoli inh: 0.5; PKA-R2B act: -3.2; PKA-R1A activ: 6.6

New compounds follow:
Results for C[C@H](CO)N1C[C@H](C)[C@H](CN(C)C(=O)C2CC2)OCc2cnnn2CCCC1=O ?
DAGLB inh: 1.4; phage Ecoli inh: 2.0; PKA-R2B act: 4.4; PKA-R1A activ: -16.2

What do the screens show for `CC(Sc1nnc(-c2ccncc2)n1C)C(=O)NCC(=O)Nc1ccc(F)c(F)c1F` (centres undefined)?
DAGLB inh: 0.1; phage Ecoli inh: 4.9; PKA-R2B act: -0.2; PKA-R1A activ: 5.8

How did CCCN(CC(=O)Nc1ccccc1C)C(=O)c1cc2ccccc2oc1=O do in these assays?
DAGLB inh: -0.8; phage Ecoli inh: 4.9; PKA-R2B act: -3.8; PKA-R1A activ: 6.7

Results for C[C@H](CO)N1C[C@H](C)[C@@H](CN(C)S(=O)(=O)c2ccc(F)cc2)OCc2cnnn2CCCC1=O ?
DAGLB inh: -2.0; phage Ecoli inh: 3.0; PKA-R2B act: -2.6; PKA-R1A activ: -9.9

What do the screens show for `C[C@H](CO)N1C[C@H](C)[C@@H](CN(C)Cc2cccnc2)Oc2cc(-c3cccnc3)ccc2S1(=O)=O`?
DAGLB inh: 0.9; phage Ecoli inh: 1.2; PKA-R2B act: -4.0; PKA-R1A activ: 4.1

How did C[C@H]1CN([C@@H](C)CO)C(=O)c2cc(/C=C/c3ccccc3)cnc2O[C@H]1CN(C)C(=O)c1cccc(F)c1 do in these assays?
DAGLB inh: -1.8; phage Ecoli inh: 1.5; PKA-R2B act: 8.3; PKA-R1A activ: 12.7

Results for Cc1ccc(C(=O)NCC(=O)OCc2nnc(-c3ccc([N+](=O)[O-])cc3)o2)cc1 ?
DAGLB inh: 3.9; phage Ecoli inh: -0.6; PKA-R2B act: -10.0; PKA-R1A activ: -9.1

Results for COc1ccc(S(=O)(=O)N(C)C[C@H]2OCCCC[C@@H](C)Oc3ccc(NC(=O)CCC(F)(F)F)cc3C(=O)N([C@H](C)CO)C[C@@H]2C)cc1 ?
DAGLB inh: -7.5; phage Ecoli inh: 2.9; PKA-R2B act: -0.7; PKA-R1A activ: -16.1

Results for COc1cc(C(=O)OCCCN2CCOCC2)cc(OC)c1OC ?
DAGLB inh: -2.6; phage Ecoli inh: 1.4; PKA-R2B act: 5.2; PKA-R1A activ: -5.3

Results for COc1ccc(/C=C/C(=O)Nc2ccc(C(C)=O)cc2)cc1S(=O)(=O)N1CCOCC1 ?
DAGLB inh: 3.1; phage Ecoli inh: 0.2; PKA-R2B act: -3.9; PKA-R1A activ: -8.1

Results for Cc1noc(C)c1S(=O)(=O)N(C)C[C@@H]1OCc2cnnn2CCCC(=O)N([C@@H](C)CO)C[C@H]1C ?
DAGLB inh: -3.9; phage Ecoli inh: 2.5; PKA-R2B act: 4.8; PKA-R1A activ: -16.0

Results for CC1=C(C(=O)N2CCOCC2)CC(CC(=O)NCc2ccco2)C(=O)N1Cc1ccccc1 (centres undefined) ?
DAGLB inh: 0.6; phage Ecoli inh: 0.6; PKA-R2B act: -5.3; PKA-R1A activ: -7.5
